# Screening results deposited in PubChem BioAssay by several laboratories.
# SIAH1 antagonists – blockers of Siah-1 interaction with plectin peptide – biochemical, fluorescence polarization, rhodamine-plectin, uHTS, primary screen (AID 1817). Siah-1 / rhodamine-plectin peptide fluorescence polarization; higher % means a stronger effect. one-dose displacement, % at 20 µM; IC50 in µM for titrated hits. 290,000 compounds, 0.02% hits;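 active means displacement of at least 50% at 20 µM, with a fluorescence ratio check between 0.3 and a set limit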;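 further: plate controls were Siah plus tracer with DMSO for no effect and tracer alone without Siah for full effect; strong numbers were not always called active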
# Rac1 GTP hydrolysis – MgcRacGAP GTPase-activating activity inhibitors, confirmation, biochemical, ADP Hunter fluorescence; inhibition, % at 30 µM; hits with a dose series show IC50 in µM; MgcRacGAP-stimulated Rac1 GTP hydrolysis, ADP Hunter fluorescence; higher % means a stronger effect; GST-tagged Rac1 F28L mutant substrate; AID 624330; 340,000 compounds, 0.6% hits;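 active means first-screen hits whose inhibition reached a set limit at any dose in the follow-up dose series; inconclusive means inhibition above the set first-screen limit but never retested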;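 further: fluorescence reports GDP produced by GAP-driven GTP hydrolysis; strong numbers were not always called active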
# AID2073 – disruptors of CaV2.2 binding to Mint1 – biochemical, HTRF (AID 2073); HTRF protein-protein interaction, Mint1-CaV2.2; higher % means a stronger effect; inhibition, % at 20 µM; hits with a dose series show IC50 in µM; 290,000 compounds, 0.19% hits; in the data active means inhibition mostly above about 51%, no sharp cut-off; inconclusive means no clear call, values can overlap the other calls; inactive means mostly below about 53%; further: some results filed as inactive read as strong as hits
# XIAP displacement – small molecules displacing peptide from XIAP – biochemical, IAP family, fluorescence polarization (AID 1018). XIAP BIR domain, fluorescence polarization peptide displacement; higher % means a stronger effect. displacement, % at 20 µM, or IC50 in µM where a hit was titrated. 200,000 compounds, 0.007% hits; in the data active means displacement above about 50%; further: a part of the inactive calls stands beside numbers as strong as those of hits
# LYP phosphatase – inhibitors of LYP phosphatase, biochemical, fluorescence intensity, uHTS (AID 1779). 290,000 compounds, 0.054% hits. one-dose inhibition, % at 11.5 µM; IC50 in µM for titrated hits. recombinant LYP phosphatase, fluorescence intensity; higher % means a stronger effect; in the data active means inhibition above about 50%;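 further: plate controls were vehicle with enzyme for no effect and no enzyme for full effect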
# SV40 large T antigen – TAg ATPase/helicase activity blockers – biochemical (AID 1903) | one-dose inhibition, % at 20 µM; IC50 in µM for titrated hits | SV40 large T antigen ATPase/helicase inhibition assay; higher % means a stronger effect | 310,000 compounds, 0.39% hits; in the data active means a potency from the dose series; inconclusive means inhibition mostly from about 32% at the one dose, without a potency; inactive means the rest, 99 in 100 with inhibition below about 32%; further: strong numbers were not always called active
# RSV CPE inhibition – inhibition of RSV-induced cytopathic effect – HEp-2 cells, primary 10 µM value included (AID 2391); HEp-2 cells, RSV-induced CPE inhibition; higher % means a stronger effect; CPE inhibition, % at 10 µM; hits with a dose series show IC50 in µM; 310,000 compounds, 0.13% hits; in the data active means a potency from the dose series; inconclusive means CPE inhibition mostly from about 23% at the one dose, without a potency; inactive means the rest, 99 in 100 with CPE inhibition below about 21%; further: strong numbers were not always called active
# HIV peptide binding – inhibitors of HIV fusion peptide binding, primary screen, biochemical, uHTS, fluorescence dequenching (AID 1986); one-dose inhibition, % at 20 µM; IC50 in µM for titrated hits; 290,000 compounds, 0.3% hits; cell-free peptide binding, fluorescence dequenching, 30 min; higher % means a stronger effect; in the data active means inhibition mostly above about 52%, no sharp cut-off; inactive means mostly below about 76%; further: some results filed as inactive read as strong as hits
# NS5 inhibitors – Dengue-2 NS5 methyltransferase inhibitors, primary screen, biochemical, confirmation dose response (AID 588689). Dengue-2 NS5 methyltransferase capping enzyme assay, biochemical; higher % means a stronger effect. 340,000 compounds, 0.3% hits. inhibition, % at 25 µM, or IC50 in µM where a hit was titrated; in the data active means a potency from the dose series; inconclusive means inhibition above about 29% without an active follow-up result
# NS5 inhibitors pilot replicate – further read-out of NS5 inhibitors, marked with its call; inhibition, %; measured here: pilot screen replicate inhibition
# An asterisk follows results filed as active; ? = inconclusive; nt = no result given. No enrichment for hits; any-hit rate near 1.7%.
SMILES,SIAH1 antagonists,Rac1 GTP hydrolysis,AID2073,XIAP displacement,LYP phosphatase,SV40 large T antigen,RSV CPE inhibition,HIV peptide binding,NS5 inhibitors,others
Cc1cccc(OCCC(=O)NCC(c2ccco2)N2CCCCC2)c1 (stereo not drawn),-2%,3%,7%,-4.3%,-3%,5%,-1.8%,1.7%,-3%,NS5 inhibitors pilot replicate=2.9
CCC(C(=O)c1ccc2ncccc2c1)c1ccccc1 (stereo not drawn),2%,6%,-5%,-22%,2%,0%,12%,-1.5%,-4%,
O=C(COc1ccccc1)Nc1ccc(-c2nnc(-c3ccco3)o2)cc1,5%,1%,44%,-6.4%,-8%,5%,0.8%,3.5%,-6%,
O=C(NCCN1C(=O)S/C(=C\c2cccnc2)C1=O)C1=NN(c2ccccc2)C(=O)CC1,12%,8%,-19%,-20%,-2%,12%,3.4%,-1.0%,2%,
CCOc1ccccc1C(=O)Nc1ccc(C(=O)c2ccccc2)cc1,0%,8%,17%,nt,-2%,16%,5.0%,-1.4%,nt,
O=C1c2ccccc2COc2ccc(O)cc21,-1%,18%,-4%,1.5%,-3%,17%,11%,27%,4%,
Cc1cccc(C)c1NC(=O)C(NC(=O)c1ccccn1)c1ccccc1[N+](=O)[O-] (stereo not drawn),-1%,-1%,-12%,-6.4%,-4%,17%,4.1%,-0.2%,-15%,
COc1ccc2cc(CCNC(=O)C3CC3)c(=O)[nH]c2c1,-5%,3%,0%,-4.2%,1%,13%,2.0%,-2.7%,3%,
CCC(C)NC(=O)c1cc(Cl)c(NC(=O)C2=C(C)OCCS2)cc1OC (stereo not drawn),8%,5%,6%,nt,-6%,24%,1.0%,-0.7%,-5%,
Cc1cccc(Nc2nnc(SCC(=O)Nc3cccc(S(=O)(=O)N4CCCCC4)c3)s2)c1,7%,11%,5%,-3.3%,8%,18%,?,1.6%,-5%,
CCCNC(=O)c1nn2cc(Br)cnc2c1Cl,-5%,-2%,3%,-4.8%,-5%,6%,2.1%,-2.1%,-10%,
COc1ccc(C(=O)NC(=S)Nc2ccccc2N2CCN(S(C)(=O)=O)CC2)cc1OC,-2%,11%,-12%,-9.2%,-6%,2%,7.5%,11%,-2%,
CCC(=O)NNc1ncnc2ccccc12,7%,1%,0%,2.0%,-6%,3%,2.6%,-1.5%,-9%,
CC12CCC(=O)N1C(C(=O)NNC(=O)c1cccc(Cl)c1)CS2 (stereo not drawn),nt,5%,nt,nt,nt,9%,-0.8%,nt,-5%,
O=C(CCC1N=C2c3ccccc3N=C(SCc3ccccc3Cl)N2C1=O)NCc1ccco1 (stereo not drawn),1%,3%,-7%,-5.2%,0%,9%,9.2%,-1.1%,-2%,
Cc1ccc(C(=O)N2CCCC2)cc1Br,-1%,0%,2%,3.1%,-6%,6%,4.6%,1.3%,-3%,
COc1ccc(NC(=S)NC(NC(=O)c2cccc(Cl)c2)C(Cl)(Cl)Cl)c([N+](=O)[O-])c1 (stereo not drawn),1%,10%,-7%,-7.9%,3%,4%,-2.0%,4.0%,0%,
CCCCOCCCNC(=O)CCCOc1ccccc1,2%,-6%,-8%,-5.0%,4%,4%,0.9%,-0.1%,-3%,
O=C(NCCOCc1ccccc1)C(c1ccccc1)c1ccccc1,3%,3%,-1%,-6.4%,-2%,3%,0.1%,0.3%,1%,
COc1ccccc1CNC(=O)COC(=O)Cc1ccc(F)cc1,nt,-7%,nt,nt,nt,-1%,-1.2%,nt,-14%,
COc1ccc(N2C(=O)CC(Sc3n[nH]c(-c4ccccc4)n3)C2=O)cc1 (stereo not drawn),-4%,12%,5%,nt,-4%,?,0.9%,-1.0%,-7%,
CCC(C)NC(=O)CN1C(=O)NC2NC(=O)NC21 (stereo not drawn),16%,11%,-5%,nt,-8%,6%,1.0%,0.8%,-6%,
Cc1nonc1CN(C)C(=O)CC1C(=O)NCCN1Cc1cccc(C(F)(F)F)c1 (stereo not drawn),-2%,5%,3%,-5.1%,-2%,14%,-1.2%,2.8%,nt,
COc1ccc(NC(=O)CN2C(=O)COc3ccc(S(=O)(=O)N4CCOCC4)cc32)cc1,0%,9%,10%,nt,-13%,23%,1.2%,-3.0%,-4%,
Cc1nn(C(=O)CCCC(=O)NCc2ccccc2)c2ccccc12,-2%,10%,8%,nt,-5%,4%,3.9%,-0.2%,-8%,
COc1nc(NCCN2CCOCC2)nc(Nc2ccccc2)n1,2%,9%,2%,-4.8%,-10%,5%,-0.1%,-0.6%,-12%,
COc1ccc(CN2CCOCC2)c(C)c1C,0%,4%,7%,-1.4%,-4%,2%,0.0%,-0.7%,-4%,
N#C/C(=N/Nc1ccc(OC(F)(F)F)cc1)C(N)=S,0%,14%,-18%,nt,5%,?,1.9%,7.3%,6%,
N#C[C@H]1C2OC2c2ccccc2N1C(=O)c1ccccc1 (stereo partly drawn),nt,0%,nt,nt,nt,4%,3.6%,nt,4%,
COc1cccc(N=C(N)N=C(N)N)c1,-2%,-4%,9%,nt,-7%,1%,0.1%,0.3%,-2%,
COC(=O)c1ccc(NC(=O)CSc2nnc(C)n2-c2ccccc2)cc1,0%,-2%,-13%,-6.7%,-2%,9%,0.3%,-2.6%,1%,
COc1cccc2cc(C(N)=O)/c(=N\NC(=O)c3ccccc3)oc12,3%,nt,18%,nt,-1%,6%,1.0%,0.4%,-7%,
CCN1C(=O)/C(=C2\SC(=S)N(NC(=O)c3ccccc3O)C2=O)c2ccccc21,-9%,12%,-14%,nt,0%,32%,0.6%,45%,41%,
Cc1ccc(C)c(S(=O)(=O)Nc2ccc(C(=O)N3CCC3)cc2)c1,nt,0%,nt,nt,nt,11%,-0.5%,nt,-1%,
CCOC(=O)c1c(-c2ccc(C)o2)csc1NC(=O)CN1CCOCC1,-5%,2%,10%,-7.6%,-8%,1%,-0.7%,2.0%,-11%,
O=C(N/C(=C/c1ccco1)C(=O)N1CCOCC1)c1ccccc1Br,1%,8%,0%,nt,-3%,29%,0.1%,0.6%,3%,
Cc1cccc(OC(C)C(=O)Nc2ccccc2C(=O)N2CCCCC2)c1 (stereo not drawn),5%,8%,12%,nt,1%,13%,2.1%,2.8%,1%,
O=C(CCSc1ccccc1)NCCSCc1ccco1,-3%,12%,9%,-12%,-7%,1%,1.1%,2.9%,-8%,
CC1CCC(CN2CCN=C2Nc2ccccc2)CC1 (stereo not drawn),4%,1%,5%,nt,-15%,5%,-0.3%,-0.7%,-11%,
COc1cc(NC(=O)CCNS(=O)(=O)c2ccc3c(c2)CCC(=O)N3)cc(OC)c1,-1%,3%,0%,-10%,-2%,12%,0.7%,-0.1%,-8%,
CCCOC(=O)c1c(NC(=O)c2cnn3c2NC(c2ccccc2)CC3C(F)(F)F)sc2c1CCCC2 (stereo not drawn),1%,8%,7%,2.0%,5%,12%,2.4%,0.2%,0%,
COc1ccc(Br)cc1/C=C/C(=O)Nc1ccc(C)cc1,4%,5%,2%,3.2%,-1%,-1%,?,2.7%,-7%,
O=C(Nc1cccc(C(F)(F)F)c1)c1cccnc1N1CCOCC1,2%,3%,2%,-4.0%,-5%,15%,2.0%,3.7%,-10%,
O=C(O)c1ccccc1S(=O)(=O)NCC(O)COc1ccc(Br)cc1 (stereo not drawn),-1%,0%,-7%,-0.6%,-3%,5%,2.3%,2.1%,-7%,
O=C(COC(=O)[C@H](Cc1ccccc1)NS(=O)(=O)c1ccccc1F)NC1CCCCC1,-4%,2%,-8%,0.6%,-10%,2%,0.0%,-0.9%,-3%,NS5 inhibitors pilot replicate=-0.3
CCN(CC(=O)NC(=O)NC1CCCCC1)Cc1nc2ccccc2c(=O)[nH]1,0%,9%,22%,-6.4%,4%,18%,3.5%,1.0%,-3%,
Cc1ccccc1-c1nc(CN2CCC(C(=O)NCCCN3CC(C)CC(C)C3)CC2)c(C)o1 (stereo not drawn),6%,1%,6%,2.7%,-1%,19%,-2.2%,1.1%,5%,NS5 inhibitors pilot replicate=2.8
Cc1c(Cl)cccc1NC(=O)CC(Cc1ccccc1)C(=O)O (stereo not drawn),-2%,7%,-2%,nt,-4%,11%,1.5%,-0.1%,0%,
Cc1ccc(C(=O)Nc2cc3c(cc2N2CCCCC2)n(C)c(=O)n3C)cc1,17%,-7%,37%,nt,2%,12%,19%,-1.4%,-14%,
CCOC(=O)c1ccccc1NC(=S)N1CC(C)CC(C)C1 (stereo not drawn),1%,4%,-6%,-3.2%,-6%,8%,2.0%,-1.1%,-4%,
CCC1(C)Cc2c(sc3[nH]c(=O)[nH]c(=O)c23)CS1 (stereo not drawn),-7%,9%,9%,-2.3%,-5%,26%,-1.4%,0.1%,89µM*,
COc1ccccc1NC(=O)Cc1noc(CSc2nnc(C(F)(F)F)n2C)n1,36%,7%,35%,-9.9%,-6%,3%,3.6%,-0.4%,3%,
CC(=O)N1CCN(c2ccc(S(C)(=O)=O)cc2[N+](=O)[O-])CC1,2%,2%,-7%,-5.9%,-2%,0%,0.4%,-0.7%,1%,
CC(=O)c1cc2c(cc1NC(=O)CN1CCCCCCC1)OCO2,-9%,17%,2%,-3.9%,4%,1%,1.9%,2.2%,-3%,
Cc1nc(C)c(C(=O)NNC(=O)Nc2ccc(Cl)cc2)s1,-3%,nt,-12%,nt,-4%,13%,-0.3%,-1.7%,nt,
COc1ccc(-c2ccc(=O)n(CC(=O)NCC3COCCO3)n2)cc1 (stereo not drawn),nt,4%,nt,nt,nt,4%,1.6%,nt,6%,
COC(=O)c1ccccc1NC(=O)c1nc2nc(C)cc(C)n2n1,-1%,-2%,-9%,4.1%,-4%,3%,0.3%,-1.2%,6%,
CCC(C)NC(=O)CSc1nc2ccccc2c(=O)n1Cc1ccc(OC)cc1 (stereo not drawn),-6%,1%,6%,-9.5%,-10%,2%,2.5%,1.5%,-6%,
O=C(NCc1ccc2c(c1)OCO2)Nc1ccc(Cl)cc1,2%,0%,11%,nt,-4%,16%,2.1%,1.3%,0%,

# Part of the list above in order of SMILES length, highest first.
SMILES,SIAH1 antagonists,Rac1 GTP hydrolysis,AID2073,XIAP displacement,LYP phosphatase,SV40 large T antigen,RSV CPE inhibition,HIV peptide binding,NS5 inhibitors,others
CCN1C(=O)/C(=C2\SC(=S)N(NC(=O)c3ccccc3O)C2=O)c2ccccc21,-9%,12%,-14%,nt,0%,32%,0.6%,45%,41%,
COc1ccc(N2C(=O)CC(Sc3n[nH]c(-c4ccccc4)n3)C2=O)cc1 (stereo not drawn),-4%,12%,5%,nt,-4%,?,0.9%,-1.0%,-7%,
COc1cccc2cc(C(N)=O)/c(=N\NC(=O)c3ccccc3)oc12,3%,nt,18%,nt,-1%,6%,1.0%,0.4%,-7%,
Cc1nc(C)c(C(=O)NNC(=O)Nc2ccc(Cl)cc2)s1,-3%,nt,-12%,nt,-4%,13%,-0.3%,-1.7%,nt,
